PKA inh: inhibitors of human PKA kinase activity, primary screen, biochemical, ATP-depletion luminescence, Kemptide substrate | PKA Kemptide phosphorylation, Kinase-Glo ATP luminescence | cAMP-dependent protein kinase catalytic subunit alpha (Homo sapiens), P17612 | AID 524, 2006 | actives 0.1% (n = 65,000) | inhibition, % at 6 µM;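 active means inhibition above the screen-wide mean inhibition plus 3 SD, cut at about 21% in these data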; further: many of its hits are not listed in these tables
JNK3 blocker: JNK3 kinase activity inhibitors, primary screen, biochemical, human, purified enzyme | HTS | AID 746, 2007 | actives 0.61% (n = 60,000) | Mitogen-activated protein kinase 10 (Homo sapiens), P53779 | inhibition, % at 8 µM; in the data active means inhibition above about 17%;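 further: 0% = DMSO and 100% = reference inhibitor; many of its hits are not listed in these tables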
Target sequence (P53779 whole entry, looked up): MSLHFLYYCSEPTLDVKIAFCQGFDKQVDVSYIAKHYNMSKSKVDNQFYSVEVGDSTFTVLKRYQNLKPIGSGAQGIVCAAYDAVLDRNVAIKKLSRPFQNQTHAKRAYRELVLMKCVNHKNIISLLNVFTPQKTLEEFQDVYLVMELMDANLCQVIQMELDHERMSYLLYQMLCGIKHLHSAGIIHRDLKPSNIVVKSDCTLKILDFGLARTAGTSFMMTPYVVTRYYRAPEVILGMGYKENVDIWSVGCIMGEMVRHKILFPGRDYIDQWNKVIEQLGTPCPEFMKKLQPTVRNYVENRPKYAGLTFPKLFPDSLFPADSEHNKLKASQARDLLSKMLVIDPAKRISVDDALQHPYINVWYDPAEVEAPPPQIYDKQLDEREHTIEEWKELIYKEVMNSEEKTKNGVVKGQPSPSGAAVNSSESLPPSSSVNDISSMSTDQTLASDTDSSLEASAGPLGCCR
MKP-1 inh: MKP-1 phosphatase inhibitors, primary screen, biochemical, in vitro; Dual specificity protein phosphatase 1 (Homo sapiens), P28562; inhibition, %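 (compounds tested at a single concentration somewhere between 10 and 100 µM)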; AID 374, 2006; recombinant MKP-1, OMFP hydrolysis fluorescence; actives 0.15% (n = 65,000);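 active means inhibition above about 50%, limit read from the data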;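 further: 0% = DMSO max control wells and 100% = wells with enzyme stopped by NaOH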
Cdc25B inh: inhibitors of Cdc25B phosphatase catalytic domain, primary screen, biochemical, OMFP fluorescence | M-phase inducer phosphatase 2 (Homo sapiens), P30305 | recombinant Cdc25B, OMFP fluorescence Ex485/Em525 | inhibition, %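 (compounds tested at 10 µM final in the well)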 | actives 0.1% (n = 65,000); in the data active means inhibition above about 50%
Target sequence (P30305 whole entry, looked up, the tested form may be a part): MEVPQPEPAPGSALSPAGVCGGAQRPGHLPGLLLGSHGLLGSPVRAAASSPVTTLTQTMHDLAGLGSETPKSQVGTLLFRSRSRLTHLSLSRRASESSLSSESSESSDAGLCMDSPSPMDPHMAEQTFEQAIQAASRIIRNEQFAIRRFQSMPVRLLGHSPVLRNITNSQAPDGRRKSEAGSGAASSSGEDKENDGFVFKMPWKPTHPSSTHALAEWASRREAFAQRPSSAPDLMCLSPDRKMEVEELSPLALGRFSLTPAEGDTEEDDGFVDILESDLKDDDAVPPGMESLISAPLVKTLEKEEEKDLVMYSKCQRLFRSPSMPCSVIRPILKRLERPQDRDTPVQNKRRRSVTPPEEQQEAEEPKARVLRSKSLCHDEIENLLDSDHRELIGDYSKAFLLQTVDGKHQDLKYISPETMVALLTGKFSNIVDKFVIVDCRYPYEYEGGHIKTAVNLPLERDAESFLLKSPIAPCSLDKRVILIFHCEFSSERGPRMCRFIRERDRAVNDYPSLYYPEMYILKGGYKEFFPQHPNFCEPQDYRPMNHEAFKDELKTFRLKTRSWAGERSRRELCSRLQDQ
Abs 340nm: compound light absorbance at 340 nm, profiling panel, artefact control, biochemical, MLSMR library, data from PS, PMK, MK assays; compound absorbance at 340 nm, fold over control; fold change at 10 µM; 65,000 tested, under 10 active; AID 708, 2007;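 active means at 10 µM dose, initial 340 nm absorbance at least 2 fold that of control wells; inactive means change under 2 fold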;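 further: initial absorbance extrapolated from kinetic A340 decline of NADH oxidation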
Her2 expr inh: inhibitors of Her2 protein expression, primary screen, SKBR-3 cells, AlphaScreen, 66K library; Receptor tyrosine-protein kinase erbB-2 (Homo sapiens), P04626; SKBR-3 HER2 protein level, 18-24 h; active compounds read low; HER2 level % of control, % at 10 µM; actives 0.69% (n = 65,000); AID 645, 2007;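 active means HER2 level under 5% of the carrier-only control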;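 further: 100% = DMSO carrier and 0% = 500 nM PU-H71 HSP90 inhibitor; lower value means stronger loss of Her2 protein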
Hsp90 inh: tumor Hsp90 inhibitors, primary screen, cell lysate, fluorescence polarization, NCI-N417 lysate; Heat shock protein HSP 90-alpha (Homo sapiens), P07900; Cy3B-geldanamycin FP displacement; inhibition, % at 30 µM; actives 0.35% (n = 64,000); AID 429, 2006;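 active means inhibition above 50%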;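 further: 0% = tracer plus lysate wells and 100% = tracer alone without lysate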
Autofluor 339: intrinsic fluorescence of library compounds, ex339/em460 – biochemical, MLSMR library, data from DPM-DC assay, artefact control, profiling panel | compound autofluorescence, ex339/em460 nm, NADH buffer; active compounds read high; 1 = no-compound wells, NADH background | fluorescence fold increase at 10 µM | actives 5.5% (n = 65,000) | AID 709, 2007;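 active means at 10 µM, mean starting fluorescence two-fold or more over control wells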;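 further: signal is the first read of a kinetic run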
ROCK2 blocker: inhibitors of human ROCK2 kinase, primary screen, biochemical, high-throughput, luminescence. Rho-associated protein kinase 2 (Homo sapiens), O75116. purified ROCK2, Kinase-Glo ATP depletion luminescence. inhibition, % at 6 µM. actives 0.35% (n = 60,000);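 active means inhibition above the screen-wide mean inhibition plus 3 SD, cut at about 18% in these data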;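 further: plate controls were DMSO wells for no effect and Y-27632 control wells after no-enzyme background subtraction for full effect; many of its hits are not listed in these tables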
* = called active by the depositor; & = joins results of further samples. A portion of the library (hit frequency here may not be typical).

CC1=C(C(N)=O)C(c2ccc(C)o2)C(C(N)=O)=C(C)N1 was read as PKA inh -0.1, JNK3 blocker 1.4, MKP-1 inh 4.7, Cdc25B inh -9.5, Abs 340nm 1.06, Her2 expr inh 131.2, Hsp90 inh -12.6, Autofluor 339 1.15 and ROCK2 blocker 4.0.
For COC(=O)c1ccc(COc2ccc(-c3nn[nH]n3)cc2)cc1 the results were PKA inh 4.4, JNK3 blocker 3.4, MKP-1 inh 1.0, Cdc25B inh 15.8, Abs 340nm 0.99, Her2 expr inh 81.3, Hsp90 inh 4.7, Autofluor 339 1.03 and ROCK2 blocker 3.6.
For CC1(C)Cc2ccccc2-c2nnc(-c3ccc(O)cc3)n21 the results were PKA inh 11.1, JNK3 blocker 4.2, MKP-1 inh -2.5, Cdc25B inh -9.7, Abs 340nm 0.99, Her2 expr inh 105.8, Hsp90 inh 0.1, Autofluor 339 1.09 and ROCK2 blocker 3.6.
Screening CCOCCCNC(=O)Cc1ccc(OC)c(OC)c1 returned PKA inh 14.0, JNK3 blocker 3.6, MKP-1 inh -0.2, Cdc25B inh -2.1, Abs 340nm 1.03, Her2 expr inh 74.5, Hsp90 inh -4.9, Autofluor 339 1.13 and ROCK2 blocker 6.6.
Cc1nn(C(=O)c2ccoc2C)c(N)c1-c1ccccc1 was read as PKA inh 5.7, JNK3 blocker -4.9, MKP-1 inh 0.1, Cdc25B inh -4.2, Abs 340nm 1, Her2 expr inh 90.9, Hsp90 inh -1.8, Autofluor 339 1 and ROCK2 blocker -0.4.
`COc1ccc(C(=O)NCC(c2cccnc2)N2CCN(c3ccccc3)CC2)cc1OC` (stereo not drawn) gave PKA inh 6.2, JNK3 blocker -1.0, MKP-1 inh 13.7, Cdc25B inh -23.1, Abs 340nm 1.07, Her2 expr inh 98.8, Hsp90 inh -4.4, Autofluor 339 1.08 and ROCK2 blocker 1.8.
C=CCn1c(COc2ccccc2)nnc1SCC(=O)O was read as PKA inh 10.0, JNK3 blocker -4.5, MKP-1 inh -22.6, Cdc25B inh 10.9, Abs 340nm 0.98, Her2 expr inh 79.1, Hsp90 inh 3.8, Autofluor 339 1.08 and ROCK2 blocker 6.0.
For Cn1ccnc1C(O)c1cc(C(C)(C)C)c(O)c(C(C)(C)C)c1 (stereo not drawn) the results were PKA inh 9.6, JNK3 blocker 2.5, MKP-1 inh 12.4, Cdc25B inh -5.4, Abs 340nm 1.02, Her2 expr inh 99.2, Hsp90 inh -4.2, Autofluor 339 1.14 and ROCK2 blocker 5.9.
`CCCc1[nH]nc2c1C(c1c(C)nn(-c3ccccc3)c1Cl)C(C#N)=C(N)O2` (stereo not drawn) gave PKA inh 7.2, JNK3 blocker -4.3, MKP-1 inh -4.6, Cdc25B inh -19.7, Abs 340nm 1.03, Her2 expr inh 55.2, Hsp90 inh -5.7, Autofluor 339 1.09 and ROCK2 blocker 10.5.
Cc1cc2ccccc2cc(C)c1=O was read as PKA inh 5.3, JNK3 blocker -4.5, MKP-1 inh -35.0, Cdc25B inh -10.7, Abs 340nm 1.06, Her2 expr inh 114.5, Hsp90 inh -4.4, Autofluor 339 1.05 and ROCK2 blocker 7.4.
For Cc1ccc(CN2CC34C=CC(O3)C(C(=O)NCc3ccc5c(c3)OCO5)C4C2=O)cc1 (stereo not drawn) the results were PKA inh 1.1, MKP-1 inh 1.9, Cdc25B inh -10.4, Abs 340nm 1.06, Her2 expr inh 113.2 and Autofluor 339 1.08.
Screening Cc1ccc(S(=O)(=O)NC2OC(=O)C(Cl)=C2Cl)cc1 (stereo not drawn) returned PKA inh 12.5, JNK3 blocker 1.8, MKP-1 inh 0.2, Cdc25B inh -9.8, Abs 340nm 1.04, Her2 expr inh 91.8, Hsp90 inh -5.8, Autofluor 339 1.04 and ROCK2 blocker 2.7.
Screening CCOC(=O)C1=C(C)NC2=C(C(=O)CC(C)(C)C2)C1c1ccc(N(C)C)cc1 (stereo not drawn) returned PKA inh 7.1, JNK3 blocker 2.0, MKP-1 inh 20.2, Cdc25B inh 4.6, Abs 340nm 1, Her2 expr inh 91.7, Hsp90 inh -4.5, Autofluor 339 1.16 and ROCK2 blocker 2.5.
For COc1ccc(N(C)C(=O)c2ccc3snnc3c2)cc1 the results were PKA inh -4.7, JNK3 blocker 5.1, MKP-1 inh 4.3, Cdc25B inh -3.6, Abs 340nm 1.04, Her2 expr inh 94.3, Hsp90 inh -2.3, Autofluor 339 1.03 and ROCK2 blocker 4.5.
O=C(NC1CCCCCCC1)c1ccc2c(c1)OCO2 was read as PKA inh 0.3, JNK3 blocker -7.1, MKP-1 inh -5.1, Cdc25B inh 1.7, Abs 340nm 1.02, Her2 expr inh 91.0, Hsp90 inh 2.0, Autofluor 339 1.09 and ROCK2 blocker -12.2.
Screening Cc1cc(N2C(=O)c3ccc(C(=O)NCc4ccccc4)cc3C2=O)no1 returned PKA inh 4.7, JNK3 blocker -5.0, MKP-1 inh 6.5, Cdc25B inh -11.0, Abs 340nm 1, Her2 expr inh 102.1, Hsp90 inh -6.5, Autofluor 339 1.1 and ROCK2 blocker 9.2.
For Cn1c(=O)c2c(nc(SCCNS(=O)(=O)c3ccccc3)n2C)n(C)c1=O the results were PKA inh 7.5, JNK3 blocker -3.6, MKP-1 inh 3.5, Cdc25B inh -19.1, Abs 340nm 1.03, Her2 expr inh 99.9, Hsp90 inh -1.4, Autofluor 339 1.04 and ROCK2 blocker 5.0.
`O=C1N(CC(=O)N2CCc3ccccc32)CCN1Cc1ccc(Cl)cc1` gave PKA inh 3.8, MKP-1 inh 18.2, Cdc25B inh 3.1, Abs 340nm 1.1, Her2 expr inh 107.4, Hsp90 inh -1.2 and Autofluor 339 1.05.
`CC(=O)N1CCN(C(=O)CCc2nc3sc4c(c3c(=O)[nH]2)CCCC4)CC1` gave PKA inh -6.6, JNK3 blocker 5.4, MKP-1 inh 2.3, Cdc25B inh -10.2, Abs 340nm 1.01, Her2 expr inh 106.8, Hsp90 inh -3.6, Autofluor 339 1.14 and ROCK2 blocker -1.4.
Cc1c(Cl)cccc1NC(=O)CSCC(N)=O was read as PKA inh 7.8, JNK3 blocker 8.1, MKP-1 inh -1.6, Cdc25B inh -0.8, Abs 340nm 1.06, Her2 expr inh 102.3, Hsp90 inh 2.0, Autofluor 339 1.03 and ROCK2 blocker 10.6.
For Cc1nn(Cc2ccc(C(=O)N3c4ccc(F)cc4CCC3C)o2)c(C)c1Br (stereo not drawn) the results were PKA inh 9.8, JNK3 blocker 0.0, MKP-1 inh 28.8, Cdc25B inh -22.8, Abs 340nm 1.02, Her2 expr inh 59.7, Hsp90 inh -6.3, Autofluor 339 1.09 and ROCK2 blocker 10.9.
For CN(Cc1ccco1)C(=O)Cn1c(=O)oc2cc(S(=O)(=O)NCc3ccccc3)ccc21 the results were PKA inh 2.8, JNK3 blocker 3.5, MKP-1 inh 0.9, Cdc25B inh -12.6, Abs 340nm 1, Her2 expr inh 75.8, Hsp90 inh -1.7, Autofluor 339 1.02 and ROCK2 blocker 1.2.
For Nc1ccc(N=Nc2ccccc2)c(N)n1 the results were MKP-1 inh -6.0, Cdc25B inh -26.5, Abs 340nm 1.03, Her2 expr inh 126.8 and Autofluor 339 1.08.
For Cc1cc(C(=O)N2CCN(c3ncccn3)CC2)sc1-c1ccccc1 the results were PKA inh 2.1, JNK3 blocker 2.6, MKP-1 inh 1.1, Cdc25B inh -13.7, Abs 340nm 1.05, Her2 expr inh 89.9, Hsp90 inh -2.2, Autofluor 339 1.16 and ROCK2 blocker 1.2.
For COc1cc(NS(=O)(=O)c2ccc(OC)c(C)c2C)c(OC)cc1Cl the results were PKA inh 2.6, JNK3 blocker 4.4, MKP-1 inh -7.0, Cdc25B inh -16.1, Abs 340nm 1.03, Her2 expr inh 57.6, Hsp90 inh -3.9, Autofluor 339 1.04 and ROCK2 blocker 4.9.
For O=C(c1ccc(N2C(=O)CCC2=O)cc1)N1CCOCC1 the results were PKA inh 9.9, JNK3 blocker 2.9, MKP-1 inh 1.0, Cdc25B inh -9.5, Abs 340nm 1.03, Her2 expr inh 31.9, Hsp90 inh -5.4, Autofluor 339 1.11 and ROCK2 blocker 5.6.
O=C1CC(c2ccco2)CC2=C1C(c1ccccc1)n1nc(C(F)(F)F)nc1N2 (stereo not drawn) was read as PKA inh 9.2, JNK3 blocker -4.3, MKP-1 inh 21.4, Cdc25B inh -11.3, Abs 340nm 1.09, Her2 expr inh 76.9, Hsp90 inh -0.2, Autofluor 339 2.82* and ROCK2 blocker 8.7.
For COc1cccc(NS(=O)(=O)c2ccc3[nH]cc(C(=O)NC4CC4)c(=O)c3c2)c1 the results were PKA inh -0.7, JNK3 blocker 2.2, MKP-1 inh 12.6, Cdc25B inh -7.1, Abs 340nm 0.99, Her2 expr inh 91.6, Hsp90 inh 1.7, Autofluor 339 1.18 and ROCK2 blocker 0.3.
For O=C(CSc1nccc2ccccc12)N1CCN(Cc2ccc3c(c2)OCO3)CC1 the results were PKA inh 4.0, JNK3 blocker 3.2, MKP-1 inh 33.1, Cdc25B inh 8.6, Abs 340nm 1.02, Her2 expr inh 91.2, Hsp90 inh -5.7, Autofluor 339 1.08 and ROCK2 blocker 3.4.
For COC(=O)C(Cc1ccccc1)NC(=O)CSc1nc(C)cc(=O)[nH]1 (stereo not drawn) the results were PKA inh -6.8, JNK3 blocker 2.2, MKP-1 inh -0.6, Cdc25B inh -3.4, Abs 340nm 1.04, Her2 expr inh 101.4, Hsp90 inh -1.8, Autofluor 339 1.08 and ROCK2 blocker 0.5.
For COc1ccc(C(CNC(=O)c2ccc(S(=O)(=O)N3CCOCC3)cc2)N2CCCCC2)cc1 (stereo not drawn) the results were PKA inh 4.4, JNK3 blocker -3.8, MKP-1 inh -2.1, Cdc25B inh -12.7, Abs 340nm 1.01, Her2 expr inh 96.2, Hsp90 inh -4.6, Autofluor 339 1.1 and ROCK2 blocker 4.3.
Cc1ccc(-c2cc(C(=O)NCc3ccco3)c3ccccc3n2)o1 was read as PKA inh 6.8, JNK3 blocker 0.9, MKP-1 inh 30.8, Cdc25B inh 4.2, Abs 340nm 1.06, Her2 expr inh 97.5, Hsp90 inh -6.0, Autofluor 339 4.94* and ROCK2 blocker 3.7.
For COc1cc(NS(=O)(=O)c2ccc(N)cc2)ncn1 the results were PKA inh -2.0&3.5, JNK3 blocker -4.4&1.1, MKP-1 inh -20.9&-10.8, Cdc25B inh -26.2&-17.4, Abs 340nm 1.02&0.99, Her2 expr inh 122.6&89.3, Hsp90 inh -0.6&-4.3, Autofluor 339 1.04&1.01 and ROCK2 blocker 1.1&5.1.
Screening Cc1onc(-c2c(F)cccc2Cl)c1C(=O)N1CCN(S(C)(=O)=O)CC1 returned PKA inh 6.0, JNK3 blocker 2.6, MKP-1 inh -6.0, Cdc25B inh -7.7, Abs 340nm 1.03, Her2 expr inh 110.0, Hsp90 inh -1.9, Autofluor 339 1.06 and ROCK2 blocker 6.6.
`CCOC(=O)C(C)Sc1ncnc2nc[nH]c12` (stereo not drawn) gave PKA inh 3.7, Abs 340nm 1.03, Her2 expr inh 62.5 and Autofluor 339 1.09.

Screening results from PubChem BioAssay.
